NCI-60 one-dose screen, 48 h, at 10 µM unless noted. Numbers give growth in % (100 = growth as untreated, 0 = no growth, -100 = all killed).
SN12C – SN12C renal cancer cells. 3.8% of 81,000 active. AID 1794767
CAKI-1 – CAKI-1 renal cancer; 4.7% of 75,000 active; AID 1794772
U251 – U251 CNS tumor cells; AID 1794753; 5.4% of 80,000 active
SF-295 – SF-295 CNS cancer cells. 5.6% of 79,000 active. AID 1794758
786-0 – 786-0 renal cancer cells; 5.1% of 81,000 active; AID 1794775
UO-31 – UO-31 renal cancer | 5.2% of 81,000 active
TK-10 – TK-10 renal cancer cells | 3.9% of 81,000 active | AID 1794769
SF-268 – SF-268 CNS cancer cells | 3.1% of 82,000 active | AID 1794759
* marks the source's active call; other numbers are inactive results; / = not tested or not shown; [ ] = dose if it differs, or a comment. How the source made its calls: active means growth percent below 10; inactive means the rest. Random draw from the library (roughly 9.2% active in at least one column).

Molecule | CAKI-1 | TK-10 | SF-295 | SN12C | UO-31 | U251 | SF-268 | 786-0
CCN1C(=O)/C(=c2\sc3n(c2=O)C2C(NN=3)N(CC)C(=S)N2CC)c2ccccc21 (stereo not given) | 76 | 133 | 100 | 99 | 81 | 97 | 90 | 100
Cc1nc2ccccc2s1 | 102 | 111 | 101 | 99 | 72 | 92 | 97 | 106
Cc1cccc(CN(C)C)c1CC(O)(c1ccccc1)c1ccccc1 | / | 99 | / | 96 | 61 | 97 | 104 | 80
CCOC(=O)c1ccoc1 | 98 | 109 | 108 | 103 | 95 | 101 | 108 | 99
CN(C)CCOc1ccc(C(=O)C2[C@H](c3ccc(Cl)cc3)[C@@H](c3ccccc3)NC23C(=O)Nc2ccc(Br)cc23)cc1 (stereo not given in full) | 18 | 90 | -53* | 7.2* | 33 | -93* | 42 | -73*
CC1=NN(c2cccc(Cl)c2)C(=O)/C1=C\c1cn(C(=O)c2ccc(Cl)cc2)c2ccccc12 | 92 | 167 | 102 | 92 | 76 | 94 | 98 | 104
COc1ccc(C(=O)C[n+]2ccncc2)cc1 | / | 96 | 99 | 104 | 83 | 96 | 99 | 104
C[C@H](c1nc2ccccc2nc1NC(C)(C)C)[C@H]1CC[C@H]2[C@@H]3CCC4=CC(=O)CC[C@]4(C)[C@H]3CC[C@]12C | 90 | 119 | 98 | 110 | 76 | 101 | 99 | 104
C[C@H]1CCC/C=C/[C@@H]2C[C@H](O)[C@H](O)[C@H]2[C@H](O)/C=C/C(=O)O1 | 103 | 105 | 119 | 90 | 90 | 99 | 104 | 105
C/C(O)=C(/C=N/C(=S)Nc1ccccc1)C(=O)Nc1ccccc1C | 101 | 110 | 105 | 95 | 90 | 95 | 98 | 102
Oc1[nH]c2ccc(Cl)cc2c1/C=c1/ccc2c(c1)N=C(c1ccc(C(F)(F)F)cc1)N=2 | 54 | 88 | 41 | 88 | 62 | 50 | / | 17
COc1c(B(O)O)cc(C)cc1-c1nc2ccc3[nH]ncc3c2c2c1CCCC2 | -32* | 20 | 53 | 52 | 24 | 61 | 50 | 48
O=C1c2ccccc2C(=O)c2c1cccc2N1CCCC1 | 76 | 104 | 90 | 84 | 75 | 94 | 91 | 92
OC1C2CCC(C2)C1CN1CCOCC1 (stereo not given) | 90 | 107 | 115 | 103 | 87 | 104 | 118 | 102
Cc1ccc(-c2nc(Nc3ccc(C)c(S(N)(=O)=O)c3)c3ccccc3n2)cc1 | 91 | 120 | 85 | 69 | 86 | 19 | 96 | 34
N#CC(C#N)=NNc1ccc(S(=O)(=O)O)cc1 | 93 | 113 | 102 | 102 | 86 | 92 | 95 | 98
O=C1c2ccccc2CCc2ccccc21 | 91 | 99 | 77 | 97 | 84 | 93 | 96 | 109
CN(C)c1ccc(N=C2C=CC(=[N+](C)C)C=C2)cc1 | 98 | 81 | 74 | 76 | 74 | 46 | 78 | 94
O=S1(=O)OCCOS(=O)(=O)C1Cc1ccccc1 | 101 | 93 | 100 | 98 | 93 | 89 | 102 | 103
COc1ccc(C(c2cc(OC)c(OC)c(OC)c2)N2CCCCC2)cc1 (stereo not given) | 29 | 58 | 19 | 54 | 49 | 26 | 47 | 39
O=C(NCCN1CCNCC1)Nc1ncccc1OCc1cccc(F)c1 | 96 | 101 | 91 | 101 | 83 | 104 | 96 | 110
O=C1/C(=C\c2cn(C[C@@H](O)Cn3c4ccccc4c(=O)c4ccccc43)c3ccccc23)c2ccccc2N1c1c(Cl)cccc1Cl | 88 | 96 | 98 | 82 | 57 | 88 | 91 | 93
COc1cc(C(=O)c2cc3c(cc2C)OCO3)cc(OC)c1OC | 14 | 63 | -50* | 32 | 45 | / | 43 | 51
COc1ccc2c(=O)cc(-c3ccccc3)oc2c1 | 116 | 106 | 111 | 134 | 30 | 97 | 108 | 87
COc1ccc(S(=O)(=O)c2ccc(C(N)=O)cc2)cc1NC(=O)c1[nH]c(C)c2c1CCCCC2=O | 93 | 81 | 50 | 77 | 78 | 39 | 74 | 60
CC(C)(C)N1Oc2cncc(Br)c2C1c1ccccc1 (stereo not given) | 97 | 108 | 104 | 116 | 79 | 103 | 104 | 95
CCOC(=O)C(=Cc1cccc(C#N)c1)C(=O)OCC | 80 | 36 | 96 | 80 | 54 | 76 | 64 | 86
Cc1ccc(S(=O)(=O)C/C(=N/Nc2ccc(S(N)(=O)=O)cc2)c2cc3ccccc3oc2=O)cc1 | 88 | 111 | 102 | 94 | 82 | 100 | 99 | 97
O=C(c1cc2n(n1)CC(c1ccccc1)N2)N1CCCCC1 (stereo not given) | 94 | 106 | 101 | 101 | 83 | 106 | 99 | 98
COC(=O)Cc1cc(O)cc2oc(-c3ccc(O)c(O)c3)cc(=O)c12 | 85 | 114 | / | 90 | 85 | 96 | 89 | 99
COC(=O)c1c(C)c2n(c1C)C(=O)C(c1ccccc1)=C2 | 33 | 143 | 80 | 79 | 58 | 93 | 103 | 94
O=C(COc1cccc(-c2nc3sccn3c2-c2ccccc2)c1)c1ccccc1 | 76 | 101 | 93 | 89 | 76 | 95 | 94 | 97
Nc1cccc(CCCCOc2ccccc2)c1 | 111 | 75 | / | 97 | 64 | 98 | 90 | 91
Nc1ncc(-c2ccc(NS(=O)(=O)c3ccc(F)cc3)cc2)[nH]1 | 99 | 94 | 107 | 94 | 84 | 101 | 99 | 105
COc1cc2ncnc(Nc3ccc(S(=O)(=O)Nc4cc(C)on4)cc3)c2cc1OCCCN1CCCCC1 | 101 | 104 | 100 | 101 | 94 | 100 | 97 | 100
CCSc1nnc(-c2cnn(CC(O)c3ccccc3)c2N)n1-c1ccccc1 (stereo not given) | 102 | 105 | 98 | 93 | 85 | 100 | 97 | 102
Cc1nn(-c2nc3ccccc3[nH]2)c2c1C(c1ccc(OCC(N)=O)cc1)CC(=O)N2 (stereo not given) | 90 | 114 | 69 | 101 | 82 | 110 | 96 | 104
C[n+]1c(-c2ccc(NC(=O)c3ccc(C(=O)Nc4ccc(-c5cn6ccccc6[n+]5C)cc4)cc3)cc2)cn2ccccc21 | 66 | 105 | 79 | 33 | / | 86 | / | 36
Cc1ccc2nc(COc3ccc(C(=O)NNC(=S)Nc4ccccc4)cc3)[nH]c2c1 | 87 | 102 | 69 | 100 | 16 | 88 | 87 | 97
S=C(Cc1ccccc1)N1CCN(c2ccc(Cl)cc2)CC1 | / | 117 | 87 | 104 | 78 | 93 | 100 | 96
Oc1ccc2ccccc2c1C=Nc1ccccc1 | 87 | 107 | 64 | 83 | 71 | 92 | 86 | 119
CCCc1nn(C)c2c(=O)[nH]c(-c3cc(S(=O)(=O)N4CCN(C)CC4)ccc3OCC)nc12 | 80 | 113 | 93 | 102 | 79 | 95 | 119 | 98
COc1ccc2oc(=O)cc(-c3nc(-c4ccccc4)c(-c4ccccc4)n3-c3ccc(C(=O)O)cc3)c2c1 | 89 | 112 | 91 | 76 | 79 | 80 | 81 | 104
Cc1c(C(=O)Nc2nc3ccccc3s2)nnn1-c1ccccc1Br | 67 | 88 | 87 | 77 | 67 | 90 | 103 | 85
COC(=O)c1ccc(=O)oc1 | 101 | 103 | 102 | 86 | 76 | 97 | 104 | 99
CN1CCCC(NC(c2ccccc2)c2ccc(Cl)cc2)C1 (stereo not given) | 98 | 86 | 98 | 97 | 67 | 99 | 99 | 88
O=C(CCN1C(=O)CCC1=O)Nc1ncc(Cc2ccccc2)s1 | 91 | 100 | 101 | 102 | 85 | 91 | 101 | 105
COc1cc2oc(-c3cccc(C(=O)Nc4ccc(Cl)cc4)c3)cc(=O)c2c(OCCNC(=O)[C@H](CCC(=O)OC(C)(C)C)NC(=O)OC(C)(C)C)c1OC | 69 | 109 | 94 | 92 | 74 | 97 | 82 | 93
CC(C(=O)NCc1cccnc1)c1ccc(Nc2ccnc(C(F)(F)F)c2)cc1 (stereo not given) | 91 | / | 126 | 109 | 74 | 92 | 113 | 96
Cc1ccc(NC(=S)N2CCCCC2)cc1C | 99 | 115 | 100 | 102 | 77 | / | 97 | 99
O=C(CNC(=O)c1ccccc1)Sc1ccccc1 | 105 | 108 | 104 | 97 | 79 | 105 | 84 | 109
COc1nc(OC)nc(-c2cnc3cc(OC)c(OC)cc3c2)n1 | 99 | 111 | 110 | 104 | 70 | 103 | 100 | /
Cc1ccc(C(=O)OCCC(C)C)cc1 | 96 | 96 | 112 | 108 | 108 | 98 | 102 | 105
COC1C(C)OCOC2COCOC21 (stereo not given) | 96 | 107 | 103 | 96 | 94 | 92 | 106 | 95
CCN(CC)CC(O)CNc1ccc(NCC2CO2)c2c1C(=O)c1ccccc1C2=O (stereo not given) | -32* | -27* | 20 | -16* | -41* | -52* | -7.6* | -22*
CC(=O)Nc1ccc(C(C)(C)c2ccccc2)cc1 | 100 | 103 | 91 | 99 | 75 | 99 | 99 | 85
NCCCN1CCOCC1 | 99 | 91 | 102 | 103 | 94 | 97 | 98 | 109
NCCCC(O)(P(=O)(O)O)P(=O)(O)O | 90 | 118 | 108 | 105 | 79 | 99 | 99 | 108
Cc1cccc(C)c1NC(=S)/N=C\c1c(O)[nH]c(=O)[nH]c1=O | 97 | 106 | 98 | 98 | 89 | 97 | 98 | 101
COc1ccc(NC(=O)/C=C/c2ccc(Cl)c(Cl)c2)cn1 | 59 | 78 | 84 | 89 | 74 | 87 | 96 | 86

Further entries follow.
Molecule | CAKI-1 | TK-10 | SF-295 | SN12C | UO-31 | U251 | SF-268 | 786-0
Nc1cccc(N)n1 | / | 114 | / | 95 | 81 | 109 | 101 | 93
CCCCCCCCCCCCCCCC(=O)OC1[C@@H](OC(=O)CCCCCCCCCCCCCCC)[C@@H](C(=O)N[C@@H](CCCCN)C(=O)OC)O[C@H]1n1cnc2c(=O)[nH]c(NC(=O)C(C)C)nc21 (stereo not given in full) | 94 | 101 | 108 | 105 | 87 | 90 | 97 | 98
COc1ccc(C(=O)/C=C/c2cc(C(F)(F)F)cc(C(F)(F)F)c2)cc1S(N)(=O)=O | -83* | -90* | -86* | -59* | -100* | -68* | 6.2* | -69*
CC1=C(C)C2C(=O)OC(=O)C2CC1 (stereo not given) | 100 | / | 108 | 101 | 89 | 102 | 105 | 100
COc1cc(NC(=O)CSc2nnc(-c3ccc(-c4nc5ccc(C)cc5[nH]4)cc3)o2)cc(OC)c1OC | 96 | 135 | 103 | 99 | 87 | 103 | 99 | 102
CCOC(=O)N(Cc1ccc(C(C)C)cc1)c1nc2ccc(OCC)cc2s1 | 82 | 98 | 101 | 96 | 83 | 101 | 99 | 97
CN(C)c1ccc(/C=C2/C=C(c3ccc(Cl)c(Cl)c3)OC2=O)cc1 | 89 | 112 | 100 | 95 | 78 | 93 | 98 | 100
CC1CCC2(OC1)OC1CC3C4CC=C5CC(O)CCC5(C)C4CCC3(C)C1C2C (stereo not given) | / | 101 | 119 | 100 | 86 | 95 | 90 | /
CC(=O)Nc1nonc1-c1nc2ccccc2n1Cc1ccncc1 | 95 | 93 | 104 | 106 | 86 | 98 | 101 | 97
O=C(CNc1nc(-c2ccccc2)cs1)Nc1ccc(Cl)cc1[N+](=O)[O-] | 2.1* | 0.4* | -50* | -29* | -56* | -52* | -58* | 4.9*
O=C1CCCCN1CCCCC#Cc1ccccc1C#Cc1ccc([N+](=O)[O-])cc1 | 58 | 81 | 76 | 67 | 7.1* | 28 | 40 | 61
COc1ccc(-c2cc(C(=O)N3N=C(c4ccc(OC)c(OC)c4)CC3c3cc(-c4ccccc4)nn3-c3ccccc3)c3ccccc3n2)cc1 (stereo not given) | / | 93 | 85 | 92 | 81 | 87 | 78 | 89
CSc1nc2c(c(=O)[nH]1)C(c1ccc3c(c1)OCO3)C1=C(N2)/C(=C/c2ccc3c(c2)OCO3)CN(C)C1 (stereo not given) | 96 | / | 90 | 97 | 82 | 90 | 104 | 101
Clc1ccc(Cc2nnc3sc(-c4ccncc4)nn23)cc1 | 93 | / | 102 | 112 | 76 | 100 | 98 | 93
C=C(C)[C@@H]1CC[C@]2(C(N)=O)CC[C@]3(C)[C@H](CC[C@@H]4[C@@]5(C)C/C(=C/c6cccnc6)C(=O)C(C)(C)[C@@H]5CC[C@]43C)[C@@H]12 | 8.4*[100 µM] | 24[100 µM] | 6.7*[100 µM] | 19[100 µM] | 10[100 µM] | 9.2*[100 µM] | 39[100 µM] | 18[100 µM]
ON=C1CCCC1 | 105 | 94 | 102 | 104 | 99 | 99 | 102 | 84
Cc1cc2c(c(C)c1Cl)C(=O)/C(=C/c1ccc([N+](=O)[O-])cc1)O2 | 85 | 121 | 101 | 100 | 79 | 97 | 100 | 104
Cc1csc(Nc2nc(-c3ccccn3)nc(C(Cl)(Cl)Cl)n2)n1 | 82 | 95 | 91 | 98 | 84 | 62 | 83 | 95

Five structures already listed, ordered by molecular weight, low to high:
Molecule | CAKI-1 | TK-10 | SF-295 | SN12C | UO-31 | U251 | SF-268 | 786-0
Clc1ccc(Cc2nnc3sc(-c4ccncc4)nn23)cc1 | 93 | / | 102 | 112 | 76 | 100 | 98 | 93
Cc1cc2c(c(C)c1Cl)C(=O)/C(=C/c1ccc([N+](=O)[O-])cc1)O2 | 85 | 121 | 101 | 100 | 79 | 97 | 100 | 104
CSc1nc2c(c(=O)[nH]1)C(c1ccc3c(c1)OCO3)C1=C(N2)/C(=C/c2ccc3c(c2)OCO3)CN(C)C1 (stereo not given) | 96 | / | 90 | 97 | 82 | 90 | 104 | 101
COc1cc(NC(=O)CSc2nnc(-c3ccc(-c4nc5ccc(C)cc5[nH]4)cc3)o2)cc(OC)c1OC | 96 | 135 | 103 | 99 | 87 | 103 | 99 | 102
CCCCCCCCCCCCCCCC(=O)OC1[C@@H](OC(=O)CCCCCCCCCCCCCCC)[C@@H](C(=O)N[C@@H](CCCCN)C(=O)OC)O[C@H]1n1cnc2c(=O)[nH]c(NC(=O)C(C)C)nc21 (stereo not given in full) | 94 | 101 | 108 | 105 | 87 | 90 | 97 | 98
